# Jurkat NFkB inh: lowers PMA/ionomycin-induced NF-kB signal in Jurkat cells | PMA/ionomycin-induced NF-kB luciferase reporter, luminescence | inhibition, % at 4 µM | 330,000 tested, 0.53% active; in the data active = inhibition above about 50%
# CXCR6 inh: CXCR6 (human) receptor inhibition. CHO-K1 PathHunter CXCR6 beta-arrestin, luminescence. inhibition, % at 20 µM. 360,000 tested, 0.36% active; in the data active = inhibition above about 34%, passing the limit was not always enough;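 note: antagonist mode with CXCL16 agonist at 10 nM final; 0% = 10 nM CXCL16 with DMSO and 100% = unstimulated wells without agonist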
# Target sequence (O00574 whole entry, looked up): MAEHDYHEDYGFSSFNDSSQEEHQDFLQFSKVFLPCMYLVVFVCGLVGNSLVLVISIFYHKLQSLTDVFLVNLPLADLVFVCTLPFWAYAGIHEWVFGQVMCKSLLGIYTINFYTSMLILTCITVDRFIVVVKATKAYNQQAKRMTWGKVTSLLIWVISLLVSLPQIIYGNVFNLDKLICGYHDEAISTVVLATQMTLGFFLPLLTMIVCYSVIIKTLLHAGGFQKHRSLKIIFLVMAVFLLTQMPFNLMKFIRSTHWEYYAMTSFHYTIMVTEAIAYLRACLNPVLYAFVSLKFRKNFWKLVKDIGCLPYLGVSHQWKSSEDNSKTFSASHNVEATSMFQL
# 697 NFkB inh: lowers PMA/ionomycin-induced NF-kB signal in 697 B cells. 330,000 tested, 0.33% active. 697 B-cell NF-kB luciferase reporter, 16 h. AID 435022. inhibition, % at 4 µM; in the data active = inhibition above about 35%
# CCR6 antagonist: blocks CCL20-driven beta-arrestin recruitment at human CCR6. P51684. CHO-K1 CCR6 PathHunter beta-arrestin, luminescence, CCL20-stimulated. inhibition, % at 20 µM. 340,000 tested, 0.49% active. AID 493098;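 active = compounds whose inhibition of the agonist-driven luminescence signal at 20 µM reaches about 50%, limit read from the data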;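 note: cells stimulated with CCL20 at 14 nM final; plate controls were DMSO with CCL20 for no effect and DMSO without agonist for full effect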
# EBI2 block: blocks human EBI2 receptor beta-arrestin signaling. P32249. inhibition, % at 5 µM. EBI2 beta-arrestin recruitment, luminescence, 7a,25-OHC stimulated. AID 651636. 360,000 tested, 0.81% active; in the data active = inhibition above about 38%;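 note: enzyme fragment complementation signal reports receptor beta-arrestin coupling in cells; 0% = agonist plus DMSO wells and 100% = wells without agonist; some results beyond the cut were filed as inactive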
# Target sequence (P32249 whole entry, looked up, the tested form may be a part): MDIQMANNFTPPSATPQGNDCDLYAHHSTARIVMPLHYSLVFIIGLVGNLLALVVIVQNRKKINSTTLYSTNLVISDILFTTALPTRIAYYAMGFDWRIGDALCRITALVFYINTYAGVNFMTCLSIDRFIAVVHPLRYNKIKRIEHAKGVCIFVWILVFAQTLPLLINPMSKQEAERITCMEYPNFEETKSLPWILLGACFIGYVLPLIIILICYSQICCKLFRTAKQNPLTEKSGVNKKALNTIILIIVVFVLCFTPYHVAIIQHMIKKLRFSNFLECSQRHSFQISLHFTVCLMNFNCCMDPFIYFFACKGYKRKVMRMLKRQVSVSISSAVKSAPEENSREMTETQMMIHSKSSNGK
# UBC13 inh: inhibitors of human UBC13 polyubiquitin chain formation; P61088; TR-FRET; inhibition, % at 20 µM; 330,000 tested, 0.47% active; in the data active = inhibition above about 45%, passing the limit was not always enough
# Target sequence (P61088 whole entry, looked up): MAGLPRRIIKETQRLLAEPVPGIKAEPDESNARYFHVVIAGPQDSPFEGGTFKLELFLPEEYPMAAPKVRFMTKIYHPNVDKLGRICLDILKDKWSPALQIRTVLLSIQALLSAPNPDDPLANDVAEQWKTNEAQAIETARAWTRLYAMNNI
# APJ antagonist: blocks the human apelin receptor APJ. inhibition, % at 20 µM. CHO-K1 APJ beta-arrestin complementation, luminescence. AID 2521. P35414. 330,000 tested, 0.32% active;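 active = inhibition above about 40% at 20 µM, limit read from the data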;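 note: cells challenged with 10 nM apelin-13 agonist together with compound; plate controls were apelin-13 plus DMSO wells for no effect and DMSO wells lacking apelin-13 for full effect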
# Gli-Sufu antag: blocks Gli-Sufu signaling in a luciferase reporter. Sufu-KO-LIGHT fibroblasts, Gli luciferase reporter luminescence. inhibition, % at 5 µM. 340,000 tested, 0.74% active;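 active = inhibition above about 55%, limit read from the data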;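 note: 0% = DMSO-treated cells and 100% = wells with medium but no cells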
# Active calls of the source: *; nt = not tested or not shown.
nr	mol	Jurkat NFkB inh	CXCR6 inh	697 NFkB inh	CCR6 antagonist	EBI2 block	UBC13 inh	APJ antagonist	Gli-Sufu antag
1	CCOC(=O)c1c(NC(=O)C2CC(Cl)=CCC2C(=O)O)sc2c1CCCCC2 (centres undefined)	9	7	11	6	5	-9	6	5
2	COc1ccc(CCN(C)C(=O)C2CCCN(C3CCN(Cc4ccccc4)CC3)C2)cc1OC (centres undefined)	-3	-5	-7	25	-6	4	24	16
3	O=C(NNS(=O)(=O)c1ccc(Br)cc1)c1sccc1-n1cccc1	-1	0	14	-1	-3	1	6	-5
4	CCOc1cc2[nH]c(=O)n(Cc3ccc(C(=O)NCCCN4CCC(C)CC4)cc3)c(=O)c2cc1OCC	8	1	17	-8	6	10	-15	2
5	CCOC(=O)C1=C(C)C(c2ccccc2OC)NC(=S)N1 (centres undefined)	-8	5	-9	-5	0	-5	-13	2
6	CC(NC(=O)C1(C)CC1(Br)Br)C(C)(C)C (centres undefined)	-5	0	0	-5	-11	-11	11	-9
7	CN(C(=O)c1ccc(-c2ccccc2)cc1)C1CCCCC1	-98	5	-141	10	27	-1	-6	-45
8	Cc1cc(NC(=O)C(C)SCC(=O)OCc2ccc([N+](=O)[O-])cc2)no1 (centres undefined)	2	-10	6	5	-13	1	9	-8
9	CCN(C(=O)COc1cc(=O)n(CC)c2ccccc12)c1cccc(Cl)c1	-1	12	25	7	9	6	0	16
10	Cc1ccc(C)n1CCN1CCN(C(=O)CSc2nc3ccccc3nc2N2CCOCC2)CC1	-11	0	3	23	0	7	11	11
11	CC(=O)Nc1ccc(O)cc1[N+](=O)[O-]	3	3	-8	4	0	-1	-5	10
12	CCCCn1c(N)c(N(CC)C(=O)c2ccc(C#N)cc2)c(=O)[nH]c1=O	17	-3	13	9	-11	2	-1	1
13	Cc1ccc(NC(=O)CS(=O)CC(=O)N2CCN(C3CCCC3)CC2)cc1 (centres undefined)	-5	-2	-3	-4	1	-1	14	-4
14	CCn1c(=O)c(-c2nc3ccccc3[nH]2)c(O)c2ccccc21	-4	nt	-7	36	nt	30	-7	-11
15	CC(C)(C)c1cc(CCC(=O)NCc2cccnc2)cc(C(C)(C)C)c1O	-9	5	-2	3	3	-4	5	11
16	c1ccc2c(c1)NC1(CCCC1)n1c-2nc2ccccc21	-57	-4	-85	10	-6	8	3	-50
17	CC(C)(C)C1CCC(CN2C(Nc3ccccc3)=NC[C@@H]2Cc2ccccc2)CC1 (some centres undefined)	-20	0	-10	10	-4	72*	10	2
18	Cc1cc(F)ccc1NC(=O)c1ccc(NS(=O)(=O)c2cc(C(C)(C)C)ccc2C)cc1	11	-5	20	-17	-4	-3	-6	0
19	O=C(CSc1ncccn1)NC(=O)c1ccccc1	0	-2	9	2	0	-12	-1	5
20	COCC(=O)N1CCC(Oc2ccc(C(=O)N3CCCCC3COC)cc2)CC1 (centres undefined)	3	-9	-18	0	-7	-5	-4	-27
21	CS(=O)(=O)N(CC(=O)N1CCCC1)c1ccccc1F	7	-6	8	1	-13	2	21	7
22	COC(=O)c1ccc(CSc2nc(C)nc3c2c(=O)n(C)c(=O)n3C)o1	-9	-4	-16	18	13	-7	-5	6
23	Clc1cc(Cl)c(OCc2nc(-c3ccccn3)no2)cc1Cl	-116	-4	-141	10	1	9	-4	-114
24	CSc1ccccc1NS(=O)(=O)c1ccc2c(c1)OCCO2	-12	-3	5	5	-3	5	-2	35
25	COc1ccccc1Nc1ncc(C(=O)Nc2ccc(OC)c(OC)c2)c2ccccc12	-13	3	-2	19	0	-6	8	-12
26	O=C(Nc1ccc(N2CCCCC2)cc1)c1ccc(F)cc1F	-175	-10	-202	7	-6	-6	-11	-80
27	CN(CC(=O)Nc1ccc(Cl)cc1)CC(=O)Nc1ccc(F)c(F)c1F	0	-6	16	13	-1	10	-5	9
28	CCOc1ccc(C(C(=O)NCC2CCCO2)N(Cc2cccc(OC)c2)C(=O)c2snc(C(N)=O)c2N)cc1 (centres undefined)	-11	-4	1	10	16	12	-5	38
29	C#C[C@]1(O)CC[C@H]2[C@@H]3CCc4cc(OC5CCCC5)ccc4[C@H]3CC[C@@]21C	-17	-8	-18	-3	3	16	6	3
30	Cc1cccc(NC(=S)NCCc2ccccn2)c1	11	8	12	-4	-6	2	14	-2

# One compound at a time, from the list above. Order of values: Jurkat NFkB inh | CXCR6 inh | 697 NFkB inh | CCR6 antagonist | EBI2 block | UBC13 inh | APJ antagonist | Gli-Sufu antag
# `Cc1cc(F)ccc1NC(=O)c1ccc(NS(=O)(=O)c2cc(C(C)(C)C)ccc2C)cc1` across the screens: 11 | -5 | 20 | -17 | -4 | -3 | -6 | 0
# `CCOC(=O)C1=C(C)C(c2ccccc2OC)NC(=S)N1` (centres undefined) across the screens: -8 | 5 | -9 | -5 | 0 | -5 | -13 | 2
# `CCOc1ccc(C(C(=O)NCC2CCCO2)N(Cc2cccc(OC)c2)C(=O)c2snc(C(N)=O)c2N)cc1` (centres undefined) across the screens: -11 | -4 | 1 | 10 | 16 | 12 | -5 | 38

# New compounds follow.
nr	mol	Jurkat NFkB inh	CXCR6 inh	697 NFkB inh	CCR6 antagonist	EBI2 block	UBC13 inh	APJ antagonist	Gli-Sufu antag
31	CCC(C)[C@H]1COCCS(=O)(=O)N1Cc1ccc(Br)cc1 (some centres undefined)	5	-5	16	11	1	3	8	-2
32	CC1Cc2cc(S(=O)(=O)CCC(=O)N3CCN(c4ccccc4)CC3)ccc2N1C(=O)C1CC1 (centres undefined)	7	4	-3	12	10	-1	4	1
33	COc1ccc(-c2nnc3c4ccccc4c(C)nn23)cc1	-53	2	-37	12	0	-8	8	-37
34	COc1cccc(-n2nc(C(=O)O)c3ccccc3c2=O)c1	-9	-5	8	0	-2	-2	16	-1
35	Clc1cccc2sc(N3CCCC3)nc12	-22	-1	-44	-8	2	-8	0	-17
36	CC1CCCN(C(=O)CCS(=O)(=O)c2cc3c(cc2Cl)NC(=O)CO3)C1 (centres undefined)	-8	2	-13	7	-3	-8	0	4
37	CCc1nc(NC2CCCCC2)c(C#N)c2c1COC(C)(C)C2	1	-5	4	-3	-11	4	14	-3
38	CC(=O)NNC(=S)Nc1cc(S(=O)(=O)N(C)C)ccc1C	9	-5	9	23	0	15	13	-7
39	CCOC(=O)c1cc(C#N)c(N2CCNCC2)nc1C(F)(F)F	-9	0	6	-2	-4	9	-11	12
40	COc1cccc(NC(=O)C2CCN(S(=O)(=O)c3ccc4c(c3)CC(C)N4C(C)=O)CC2)c1 (centres undefined)	6	-18	4	15	17	4	-20	19
41	CC(=O)c1c(C)oc2c1cc(O)c1ccccc12	-21	-22	10	-3	8	14	-11	-4
42	CCn1c(=O)c2ccccc2n(Cc2cccc([N+](=O)[O-])c2)c1=O	1	26	5	27	5	12	29	18
43	Cc1nc(SCc2nc3ccc([N+](=O)[O-])cc3[nH]2)c2oc3ccccc3c2n1	16	6	5	14	24	-25	2	14
44	Cn1c(=O)c(=O)n(C)c2cc(N3CCCCC3)c(NS(=O)(=O)c3ccc([N+](=O)[O-])cc3)cc21	10	-16	15	-23	15	-14	-85	-6
45	Cc1ccc(/C=C2/Sc3ccc(C(=O)NCCN4CCOCC4)cc3NC2=O)cc1	5	-9	-2	-4	12	6	-1	-1
46	COc1ccc(-c2cc(CCC(=O)N3CCN(c4cc(C)ccc4C)CC3)on2)cc1	nt	3	5	29	8	nt	nt	3
47	Cc1cc(C)c(C#N)c(SCc2ccccc2C(=O)O)n1	-2	7	8	24	-2	-2	8	-43
48	CCOc1ccc(S(=O)(=O)NCc2ccco2)c2ccccc12	-6	0	-31	14	-1	-9	-9	-1
49	COc1ccc(C)c2sc(=NC(=O)C(C)C)n(C)c12	-12	-7	-20	22	11	-12	-7	-12
50	Cc1cc(NC(=O)CSc2nc(-c3ccccc3)cs2)no1	1	-8	12	-6	4	-3	-16	3
51	CCOC(=O)C(C)(C)N(Cc1ccccc1C)S(=O)(=O)c1ccc(Cl)c([N+](=O)[O-])c1	-4	-6	2	7	35	4	0	2
52	COc1ccc(NC(=O)CCNC(=O)Cn2ccc3ccccc3c2=O)cc1OC	0	-8	12	-2	-6	1	-2	-4
53	CCOc1ccc(-c2c(C(=O)N/N=C/c3ccc(C)s3)nnn2-c2nonc2N)cc1	-20	2	3	26	9	-15	2	44
54	COC(=O)c1[nH]c2cc(OC)c(OC)cc2c1NC(=O)Oc1ccccc1	-14	-7	2	-12	-7	-10	-39	-18
55	C=CCNc1oc(-c2cccc3ccccc23)nc1C#N	1	-2	-1	-8	12	18	17	-9
56	CC1Oc2ccccc2N(CC(=O)N2CCCCC2)C1=O (centres undefined)	-33	2	-20	15	1	-7	1	-4
57	CC1=CC(=C2C=CC(=O)C=C2)C=C(C)N1C	-2	nt	-2	nt	nt	-7	10	nt
58	O=C(NCC(c1ccco1)N1CCCC1)c1cc(=O)[nH]c2ccccc12 (centres undefined)	-10	3	-5	-6	-10	1	2	3
59	Clc1ccccc1-c1nc2ccccc2c2nc3ccccc3n12	11	14	21	8	28	19	2	4
60	Nn1c(-c2ccccn2)nnc1-c1ccccn1	-45	6	-50	-9	-4	-9	5	-18
61	COc1ccc(Cl)cc1NC(=O)CN(C)C(=O)Cn1[nH]c(=O)c2ccccc2c1=O	-2	-1	13	10	-1	-2	22	8
62	COc1cccc(-c2cc3c(-n4cccc4)ncnc3o2)c1	-32	-7	-42	10	14	17	-7	17
63	CC(C)CCNC(=O)C1CCN(c2nc3ccccc3o2)CC1	7	3	-3	-7	-10	0	19	3
64	O=C1CN(C(=O)c2cc([N+](=O)[O-])ccc2Cl)C(c2ccccc2)c2cc(F)ccc2N1 (centres undefined)	-8	0	23	15	0	2	-17	0
65	CC(=O)NC1=NN(c2ccccc2)C(=O)C1	-2	4	6	-8	5	2	-1	9
66	Cc1ccc(NC(=O)C/C(N)=N/OC(=O)c2ccccc2)cc1	0	-13	5	-30	-7	2	-22	-7
67	COC(=O)c1cn(CC(=O)N2C(C)CCCC2C)c2ccccc12 (centres undefined)	13	-2	10	-14	3	0	6	0

# Structures listed so far containing a Cl atom, in the order listed:
nr	mol	Jurkat NFkB inh	CXCR6 inh	697 NFkB inh	CCR6 antagonist	EBI2 block	UBC13 inh	APJ antagonist	Gli-Sufu antag
1	CCOC(=O)c1c(NC(=O)C2CC(Cl)=CCC2C(=O)O)sc2c1CCCCC2 (centres undefined)	9	7	11	6	5	-9	6	5
9	CCN(C(=O)COc1cc(=O)n(CC)c2ccccc12)c1cccc(Cl)c1	-1	12	25	7	9	6	0	16
23	Clc1cc(Cl)c(OCc2nc(-c3ccccn3)no2)cc1Cl	-116	-4	-141	10	1	9	-4	-114
27	CN(CC(=O)Nc1ccc(Cl)cc1)CC(=O)Nc1ccc(F)c(F)c1F	0	-6	16	13	-1	10	-5	9
35	Clc1cccc2sc(N3CCCC3)nc12	-22	-1	-44	-8	2	-8	0	-17
36	CC1CCCN(C(=O)CCS(=O)(=O)c2cc3c(cc2Cl)NC(=O)CO3)C1 (centres undefined)	-8	2	-13	7	-3	-8	0	4
51	CCOC(=O)C(C)(C)N(Cc1ccccc1C)S(=O)(=O)c1ccc(Cl)c([N+](=O)[O-])c1	-4	-6	2	7	35	4	0	2
59	Clc1ccccc1-c1nc2ccccc2c2nc3ccccc3n12	11	14	21	8	28	19	2	4
61	COc1ccc(Cl)cc1NC(=O)CN(C)C(=O)Cn1[nH]c(=O)c2ccccc2c1=O	-2	-1	13	10	-1	-2	22	8
64	O=C1CN(C(=O)c2cc([N+](=O)[O-])ccc2Cl)C(c2ccccc2)c2cc(F)ccc2N1 (centres undefined)	-8	0	23	15	0	2	-17	0

# From PubChem BioAssay
